PI4K2A inh: qHTS for small molecular inhibitors of PI4K2A; 0.13% of 420,000 active; activity change, negative = inhibition, % at 76.9 µM; Phosphatidylinositol 4-kinase type 2-alpha (Homo sapiens), Q9BTU6; purified PI4K2A, ADP-Glo luminescence, 1 h; stronger effect = lower value; in the data active = activity change below about -50%; inconclusive = mostly about -30% to -49%;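 also: -100% = wells without enzyme as full effect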
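In this quantitative HTS, ADP production by PI4K2A was quantified luminescently after 1 h at ambient temperature; 100 microM adenosine served as plate-quality control.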
GLS inh: qHTS for Inhibitors of Glutaminase (GLS); 0.21% of 410,000 active; GLS enzymatic activity, qHTS titration; Glutaminase kidney isoform, mitochondrial (Homo sapiens), O94925; AID 624170, 2012; Potency, µM (top dose mostly 45.5 µM), without a hit: at the top dose activity change, negative = inhibition, actives largely listed as inhibitors; also: potency is read from the fitted curve at half-maximal effect; % is scaled to controls: 0 for no effect and ±100 for the full control effect
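Read-out is an Amplex red fluorescence increase coupled through glutamate oxidase and HRP, measured before and after 30 min room-temperature incubation. hKGA is in 45 mM KH2PO4 (pH 8.2) with 0.02% Tween-20; glutamine added as 1mM solution.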
HP1b chromo inh: HTS for Inhibitors of HP1-beta Chromodomain Interactions with Methylated Histone Tails; Chromobox protein homolog 1 (Homo sapiens), P83916; 0.56% of 390,000 active; Potency, µM (top dose mostly 114 µM), for the others: at the highest dose activity change, negative = inhibition, hits mostly inhibitors; AID 540317, 2011; AlphaScreen HP1-beta / biotin-H3K9me3 peptide binding; also: potency is read from the fitted curve at half-maximal effect; nearly all actives have a fitted effect of over 70% in size; inactives centre near 23
Target sequence (P83916 whole entry, looked up): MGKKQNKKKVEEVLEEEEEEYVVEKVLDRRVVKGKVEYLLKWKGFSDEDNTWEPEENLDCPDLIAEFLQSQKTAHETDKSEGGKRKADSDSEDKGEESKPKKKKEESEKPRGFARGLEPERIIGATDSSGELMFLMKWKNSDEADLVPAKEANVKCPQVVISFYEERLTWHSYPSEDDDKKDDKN
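Compound inhibition of the preformed complex between 50 nM HP1-beta and 50 nM biotinylated H3K9me3 peptide was read by AlphaScreen. Buffer was PBS pH 7.4 with 0.01% Tween-20. Incubations ran 30 min at room temperature, with 10 ug/mL donor/acceptor beads.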
ERG Ets-DNA blk: qHTS for Small Molecule Inhibitors of the ERG Ets/DNA interaction; Transcriptional regulator ERG (Homo sapiens), P11308; fluorescence polarization, His-ERG Ets domain / labelled DNA; Potency, µM (doses to about 76.9 µM), inactives show at the top dose FP activity, negative = inhibition, most hits filed as inhibitors; 0.028% of 370,000 active; AID 624246, 2012; active = well fitted inhibition curve with a large enough effect in the polarisation, with a control signal flat; inconclusive = small, poorly fitted or top-dose-only effect, or effect the other way, or a change in a side signal; inactive = no such curve, though single readings can be large or run the other way; the % refers to the polarisation;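 also: polarization taken with two DNA probes labelled with fluorescein and Texas red; potency is read from the fitted curve at half-maximal effect; % of control where 0% means no effect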
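His-tagged ERG Ets domain (1 uM in the protein solution; 300mM KCl, 50mM Tris-HCl, 1mM EDTA, 1mM DTT, pH 7.5) received compound, then a probe mix of 5 nM fluorescein-DNA and 100nM Texas-615-DNA. Fluorescence polarization was read for both dyes.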
JMJD2A Tudor: qHTS Assay for Inhibitors of JMJD2A-Tudor Domain; Lysine-specific demethylase 4A (Homo sapiens), O75164; AlphaScreen JMJD2A-Tudor / H3K4me3 peptide binding; Potency, µM (highest dose often 114 µM), for inactives: at the top dose activity change, negative = inhibition, hits mostly inhibitors; 4.4% of 390,000 active; AID 504339, 2011; also: potency is read from the fitted curve at half-maximal effect; % is scaled to controls: 0 for no effect and ±100 for the full control effect; nearly all actives have a fitted effect of over 50% in size
Pin1 inhibitor: qHTS Assay to Find Inhibitors of Pin1. Peptidyl-prolyl cis-trans isomerase NIMA-interacting 1 (Homo sapiens), Q13526. Pin1 FP peptide displacement, HiFluor488, 10 min. Potency, µM (highest dose often 115 µM), inactives show top-dose activity, negative = inhibition, hits mostly inhibitors. 0.009% of 390,000 active. AID 504891, 2011; active = well fitted inhibition curve with a large enough effect in the polarisation, with a control signal flat, not every such curve was filed as active; inconclusive = small, poorly fitted or top-dose-only effect, or effect the other way, or a change in a side signal; inactive = no such curve, though single readings can be large or run the other way; the % refers to the polarisation; also: potency is read from the fitted curve at half-maximal effect; % is scaled to controls: 0 for no effect and ±100 for the full control effect
Target sequence (Q13526 whole entry, looked up): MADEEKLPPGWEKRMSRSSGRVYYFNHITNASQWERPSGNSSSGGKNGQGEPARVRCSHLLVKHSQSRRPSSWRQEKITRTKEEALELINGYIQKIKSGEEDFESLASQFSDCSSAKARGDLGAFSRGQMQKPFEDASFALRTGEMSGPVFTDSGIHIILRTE
G9a inh: qHTS Assay for Inhibitors of Histone Lysine Methyltransferase G9a; Histone-lysine N-methyltransferase EHMT2 (Homo sapiens), Q96KQ7; G9a H3K9 monomethylation, AlphaScreen, 2 h; Potency, µM (series often up to 102 µM), for the others: at the highest dose activity, negative = inhibition, usual class: inhibitors; 8.8% of 350,000 active; also: potency is read from the fitted curve at half-maximal effect; % is scaled to controls: 0 for no effect and ±100 for the full control effect; nearly all actives have a fitted effect of over 75% in size
Target sequence (Q96KQ7 913-1193 limits assumed): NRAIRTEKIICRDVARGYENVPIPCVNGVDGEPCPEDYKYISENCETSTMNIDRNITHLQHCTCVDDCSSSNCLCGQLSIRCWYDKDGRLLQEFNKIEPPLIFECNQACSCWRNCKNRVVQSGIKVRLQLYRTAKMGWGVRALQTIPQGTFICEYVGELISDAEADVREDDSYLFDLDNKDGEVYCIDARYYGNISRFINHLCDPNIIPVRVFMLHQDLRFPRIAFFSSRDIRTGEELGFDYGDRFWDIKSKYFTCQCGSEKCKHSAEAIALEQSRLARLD
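Compounds were preincubated with 20 nM G9a for 15 min, after which biotinylated H3K9 peptide (500 nM) and SAM (20 uM) started a 2 h room-temperature reaction. Monomethylated product was quantified by antibody-based AlphaScreen chemiluminescence.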
BAZ2B inh: qHTS Assay for Inhibitors of BAZ2B. AlphaScreen BAZ2B-H3K14Ac peptide displacement. Bromodomain adjacent to zinc finger domain protein 2B (Homo sapiens), Q9UIF8. AID 504333, 2011. Potency, µM (doses to about 114 µM), without a hit: at the highest dose activity change, negative = inhibition, usual class: inhibitors. 4.4% of 360,000 active; also: potency is read from the fitted curve at half-maximal effect; % is scaled to controls: 0 for no effect and ±100 for the full control effect; nearly all actives have a fitted effect of over 60% in size
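Compounds, titrated to a top concentration of 110 uM, were incubated 30 min at room temperature with preformed BAZ2B/acetyl-K14 H3 peptide complex (50 nM each). Proximity signal was measured by AlphaScreen after 20 min with beads.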
PGK inhibitor: qHTS Assay to Find Inhibitors of Phosphoglycerate Kinase; Phosphoglycerate kinase, glycosomal (Trypanosoma brucei brucei), P07378; PGK/GAPDH coupled, Kinase-Glo luminescence, 60 min; Potency, µM (top dose mostly 57.5 µM), for inactives: at the top dose activity change, negative = inhibition, usual class: inhibitors; 0.043% of 380,000 active; AID 602233, 2012; also: potency is read from the fitted curve at half-maximal effect; % is scaled to controls: 0 for no effect and ±100 for the full control effect; nearly all actives have a fitted effect of over 60% in size
Target sequence (P07378 whole entry, looked up): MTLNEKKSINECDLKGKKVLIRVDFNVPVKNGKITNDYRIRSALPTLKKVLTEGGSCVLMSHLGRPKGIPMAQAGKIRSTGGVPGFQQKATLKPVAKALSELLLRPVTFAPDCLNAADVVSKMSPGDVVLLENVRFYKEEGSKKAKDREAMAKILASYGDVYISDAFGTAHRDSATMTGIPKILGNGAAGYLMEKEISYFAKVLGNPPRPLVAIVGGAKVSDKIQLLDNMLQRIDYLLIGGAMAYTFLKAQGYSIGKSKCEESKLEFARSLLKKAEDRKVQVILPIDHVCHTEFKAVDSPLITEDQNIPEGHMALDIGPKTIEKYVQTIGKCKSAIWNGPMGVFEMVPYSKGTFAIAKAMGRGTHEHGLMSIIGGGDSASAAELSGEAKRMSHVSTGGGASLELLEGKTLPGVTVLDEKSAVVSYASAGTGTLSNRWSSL
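Luminescent ATP detection (Kinase-Glo Plus) follows a 60-minute room-temperature incubation, with wells lacking PGK as controls. Buffer: 100 mM TEA (pH 7.6), 5 mM MgCl2, 0.01% Tween-20. Coupling enzyme GAPDH (100 nM final) supplies unstable 1,3-BPG in-well.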
Active calls of the source: *; [ ] = dose if it differs, or a comment. Unless noted, calls follow the shape of the dose curve; as a rule, active = well fitted curve in the direction sought with a large enough effect; inconclusive = small, poorly fitted or top-dose-only effect, or another doubt; inactive = no such curve, though single readings can be large; an effect the other way counts as inactive or inconclusive.

Screening CCc1cc(C(=O)NCC(c2ccco2)N2CCCCC2)sc1C (centres undefined) returned PI4K2A inh 2.5, GLS inh -8.6%, HP1b chromo inh 39.2%[activator], ERG Ets-DNA blk -1.9%, JMJD2A Tudor -22.3%, Pin1 inhibitor 4.4%, G9a inh 18.1%[12.7 µM], BAZ2B inh 13.8% and PGK inhibitor inactive.
`COc1ccccc1N1CCN(C2CCCN(C(=O)CN3CCCCC3=O)C2)CC1` (centres undefined) gave PI4K2A inh -0.7, GLS inh 15.2%, HP1b chromo inh 19.5%, ERG Ets-DNA blk 0.0%, JMJD2A Tudor -4.1%, Pin1 inhibitor 1.2%, BAZ2B inh 18.8% and PGK inhibitor 2.2%.
`Cc1ccc(CNC(=O)CN2C(=O)COc3ccccc32)cc1` gave PI4K2A inh -7.2, GLS inh 5.3%, HP1b chromo inh 29.9%, ERG Ets-DNA blk -7.3%, JMJD2A Tudor -3.7%, Pin1 inhibitor -6.5%, G9a inh 2.3%[59 µM], BAZ2B inh 3.3% and PGK inhibitor -2.2%.
`CN(C1CCCCC1)S(=O)(=O)c1ccc(S(=O)(=O)N2CCCC2)cc1` gave PI4K2A inh -0.7, GLS inh -1.7%, HP1b chromo inh 29.2%, JMJD2A Tudor -5.2%, Pin1 inhibitor -4.3%, G9a inh -21.3%[12.7 µM], BAZ2B inh 6.7% and PGK inhibitor -7.1%.
Screening Cc1ccc(S(=O)(=O)N2[C@@H](c3ccc(Br)cc3)C(C(=O)O)=CC[C@H]2c2cccc(C)c2)cc1 returned PI4K2A inh 3.2, GLS inh -0.2%, HP1b chromo inh 39.3%[activator], ERG Ets-DNA blk 1.2%, JMJD2A Tudor -32.2%, Pin1 inhibitor 4.8% and PGK inhibitor 0.5%.
CC(C)c1nc(SCC(=O)N2c3ccccc3CC2C)c2ccccc2n1 (centres undefined) was read as PI4K2A inh 1.2, GLS inh 2.4%, HP1b chromo inh 20.7%, JMJD2A Tudor -3.6%, Pin1 inhibitor 5.9%, G9a inh 39.9%[59 µM], BAZ2B inh 9.3% and PGK inhibitor -7.0%[11.5 µM].
Screening COc1cccc(Cn2nnc(C(=O)Nc3cc(Cl)ccc3OC)c2N)c1 returned PI4K2A inh -1.5, GLS inh -2.4%, HP1b chromo inh 19.0%, ERG Ets-DNA blk -5.7%, JMJD2A Tudor -19.7%, Pin1 inhibitor 2.9%, G9a inh -7.5%, BAZ2B inh -3.7% and PGK inhibitor 0.9%.
CC(Sc1nncs1)C(=O)Nc1ccc2c(c1)OCCO2 (centres undefined) was read as PI4K2A inh 1.6, GLS inh 0.2%, HP1b chromo inh 12.3%, ERG Ets-DNA blk 0.8%, JMJD2A Tudor -8.5%, Pin1 inhibitor -1.4%, G9a inh 10.6%[12.7 µM], BAZ2B inh 6.3% and PGK inhibitor 3.1%.
Screening O=C1CCN(S(=O)(=O)c2ccccc2)CCN1CCOCc1ccc(F)cc1 returned PI4K2A inh 5.4, GLS inh -10.3%, HP1b chromo inh 43.3%[activator], ERG Ets-DNA blk -2.1%, JMJD2A Tudor 1.4%, Pin1 inhibitor 0.4%, G9a inh 24.8%[12.7 µM], BAZ2B inh 2.2% and PGK inhibitor 1.5%.
CN(C)CCNC(=O)c1ccc2c(c1)NC(=O)c1ccccc1S2 was read as PI4K2A inh 4.0, GLS inh -13.4%, HP1b chromo inh 10.0%, ERG Ets-DNA blk 5.5%, JMJD2A Tudor -10.4%, Pin1 inhibitor 0.6%, G9a inh 44.7µM* and BAZ2B inh -7.6%.
Cc1ccc(Cn2nc(C)c(NC(=O)c3cc(-c4ccc5c(c4)OCO5)on3)c2C)cc1 was read as PI4K2A inh -4.9, GLS inh 0.6%, HP1b chromo inh 9.3%, ERG Ets-DNA blk 1.2%, JMJD2A Tudor -33.8%, Pin1 inhibitor 30.2%[activator], G9a inh inconclusive, BAZ2B inh inconclusive and PGK inhibitor -9.0%.
Screening COc1ccc(C2NCCc3sccc32)cc1 (centres undefined) returned PI4K2A inh 2.4, GLS inh 7.7%, HP1b chromo inh -1.3%, ERG Ets-DNA blk -9.5%, JMJD2A Tudor -20.9%, Pin1 inhibitor 0.3%, G9a inh 2.8%, BAZ2B inh -4.2% and PGK inhibitor -11.4%.
CCC(C)(C)NC(=O)c1cc([N+](=O)[O-])ccc1N1CCCCC1 was read as PI4K2A inh 4.3, GLS inh 1.7%, HP1b chromo inh 8.7%, ERG Ets-DNA blk 1.8%, JMJD2A Tudor -17.9%, Pin1 inhibitor -1.9%, G9a inh 16.2%[59 µM], BAZ2B inh -12.3% and PGK inhibitor -4.0%.
Screening O=C(CCN1C(=O)/C(=C/c2ccc3c(c2)OCO3)SC1=S)NNC(=O)c1cccnc1 returned PI4K2A inh -2.4, GLS inh 3.4%, HP1b chromo inh 14.4%, ERG Ets-DNA blk 9.2%, JMJD2A Tudor -26.4%, Pin1 inhibitor inconclusive, G9a inh -6.6%, BAZ2B inh inconclusive and PGK inhibitor -1.3%.
For Cn1c(NCCCCO)nc2c1c(=O)n(Cc1ccc(Cl)cc1)c(=O)n2C the results were PI4K2A inh -3.1, GLS inh 12.6µM*, HP1b chromo inh 7.1%, ERG Ets-DNA blk 4.6%, JMJD2A Tudor -22.0%, Pin1 inhibitor inconclusive, G9a inh 8.4%[59 µM], BAZ2B inh -17.9% and PGK inhibitor inactive.
For Cc1ccc(C(=O)N/C(=C\c2ccc(-c3ccc(Br)cc3)o2)C(=O)NCCCN(C)C)cc1 the results were PI4K2A inh -2.3, GLS inh 4.7%, HP1b chromo inh -6.7%, ERG Ets-DNA blk -4.6%, JMJD2A Tudor -35.5%, Pin1 inhibitor 2.9%, G9a inh -50.0%, BAZ2B inh -36.8% and PGK inhibitor 6.3%.
O=C(NC(=S)Nc1ccc(S(=O)(=O)N2CCCC2)cc1)c1cccs1 was read as PI4K2A inh 1.7, GLS inh 11.3%, HP1b chromo inh 0.5%, ERG Ets-DNA blk -0.6%, JMJD2A Tudor -18.4%, Pin1 inhibitor -2.0%, G9a inh -29.5%[59 µM], BAZ2B inh -28.0% and PGK inhibitor -1.5%.
For CCC(=O)OCC(=O)Nc1ccc(OC)cc1[N+](=O)[O-] the results were PI4K2A inh 1.5, GLS inh -2.6%, HP1b chromo inh -11.0%, ERG Ets-DNA blk 4.7%, JMJD2A Tudor -17.4%, Pin1 inhibitor -2.9%, G9a inh -36.5%, BAZ2B inh inconclusive and PGK inhibitor -8.0%.
For O=C(NC(=S)NCCN1CCOCC1)c1ccc(Cl)cc1Cl the results were PI4K2A inh -3.5, GLS inh 16.1%, HP1b chromo inh 11.5%, ERG Ets-DNA blk 1.1%, JMJD2A Tudor -4.2%, Pin1 inhibitor -4.9%, G9a inh -24.8%[59 µM], BAZ2B inh 0.6% and PGK inhibitor 0.3%.
Screening CS(=O)(=O)c1ccc(Cl)c(NC(=O)COC(=O)Cc2c[nH]c3ccccc23)c1 returned PI4K2A inh 0.6, GLS inh 4.8%, HP1b chromo inh 11.0%, ERG Ets-DNA blk 1.6%, JMJD2A Tudor -17.7%, Pin1 inhibitor -2.3%, G9a inh -5.7%, BAZ2B inh -2.2% and PGK inhibitor 3.4%.
For COc1cccc(-c2noc(C3CCCN(C(=O)c4cccc(F)c4)C3)n2)c1 (centres undefined) the results were PI4K2A inh -5.9, GLS inh 0.0%, HP1b chromo inh 31.4%, ERG Ets-DNA blk -1.6%, JMJD2A Tudor 6.6%, Pin1 inhibitor 1.1%, BAZ2B inh 27.9% and PGK inhibitor -1.3%.
Screening Cc1ccc(CSC2=Nc3ccccc3C3=NC(CCC(=O)NC4CCCCC4)C(=O)N23)cc1 (centres undefined) returned PI4K2A inh -1.8, GLS inh -2.0%, HP1b chromo inh 74.4%[activator], ERG Ets-DNA blk -3.1%, JMJD2A Tudor -13.3%, Pin1 inhibitor 0.2%, G9a inh -6.6%[59 µM], BAZ2B inh 4.0% and PGK inhibitor inactive.
Cc1nc2c(-c3ccccc3)c(C)nn2c(C)c1CCC(=O)NCc1ccccc1Cl was read as PI4K2A inh 1.3, GLS inh 0.6%, HP1b chromo inh 46.7%[activator], ERG Ets-DNA blk -4.3%, JMJD2A Tudor 1.7%, Pin1 inhibitor -3.7%, G9a inh 4.6%[59 µM], BAZ2B inh 0.1% and PGK inhibitor inactive.
For C=C(C)C1CC=C(C)/C(=N/NC(=O)COc2cccc3ccccc23)C1 (centres undefined) the results were PI4K2A inh 1.7, GLS inh -10.4%, HP1b chromo inh 8.8%, ERG Ets-DNA blk 0.1%, JMJD2A Tudor -20.9%, Pin1 inhibitor -12.6%, G9a inh 21.5%[59 µM], BAZ2B inh 5.2% and PGK inhibitor -10.1%.

Compounds were not picked by outcome; 11% or so of the library scored in one or more.
